Arrestin-AP2 inh: inhibitors of human beta-arrestin and AP2 interaction; inhibition, % at 10 µM; hit rate 0.31% among 340,000; AID 504490; FITC-arrestin peptide / GST-AP2 beads, flow cytometry; AP2 beta2 appendage carries R879A mutation;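 active = inhibition above a set limit, near 3 SD of compounds lacking own fluorescence, cut at about 54% in these data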;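 also: plate controls were DMSO wells for no effect and 5 µM unlabelled arrestin peptide for full effect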
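System: GST-AP2 R879A glutathione beads. Medium: PBS with 0.05% Tween 20 and 0.1% BSA. Also added: FITC-arrestin peptide, 50 nM. Incubation: 12 min plus 1 h, RT. Measured by: high-throughput flow cytometry of beads, ex 488, em 535 nm. Evaluation: percent drop in bead-associated FITC signal.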
phage Ecoli inh: E. coli growth loss with phage present; growth absorbance; inhibition, % at 11.9 µM; hit rate 0.26% among 360,000; AID 651602; in the data active = inhibition above about 11%
PKA-R1A act: activates the PKA-R1A holoenzyme complex; P00514+P68181; PKA-R1A dissociation, Cy5-IP20 fluorescence polarization; scaled: DMSO 0%, 113 µM cGMP 100%; activation, % at 11.4 µM; hit rate 0.083% among 340,000; AID 504707;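 active = percent activation above the mean of all tested compounds plus 3 SD, cut at about 19% in these data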;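 also: higher means more PKAc released from R1A so a rise in polarization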
PfHsp90 yeast 2: inhibits growth of yeast expressing Plasmodium falciparum Hsp90; S. cerevisiae expressing PfHsp90, BacTiter-Glo ATP, 48 h; yeast lacking PDR1 and PDR3 efflux regulators; inhibition, % at 9.4 µM; hit rate 0.32% among 310,000; AID 504621;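 active = every replicate shows inhibition above about 80%, whatever the replicate mean, limit read from the data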;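 also: 0% = DMSO neutral controls and 100% = 20 µM radicicol positive controls; yeast relying on Plasmodium falciparum Hsp90 in place of its own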
Ecoli viability: bacterial growth inhibition, counter-screen for AddAB inhibitors. E. coli V3065 growth, OD600 absorbance, 18 h. inhibition, % at 11.9 µM. hit rate 0.27% among 330,000. AID 449728;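 active = inhibition above the campaign's mean inhibition across all tested compounds plus 3 SD, cut at about 9.9% in these data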;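 also: uninfected addAB+ strain grown without phage in ampicillin broth; 0% = DMSO wells and 100% = ciprofloxacin 0.95 µg/ml wells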
OPRM1-OPRD1 inv: inverse agonist of human OPRM1-OPRD1 heterodimerization; inhibition, % at 9.3 µM; AID 504357; hit rate 0.21% among 340,000; cell-based MOR-DOR heterodimer luminescence, inverse agonism; in the data active = inhibition above about 22%, passing the limit was not always enough;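 also: 0% = cells with DMSO and 100% = wells without cells with DMSO; values of inactives mirror those of a sister screen read the other way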
AddAB inh: less growth of phage-infected E. coli with AddAB. E. coli expressing H. pylori AddAB, absorbance growth. inhibition, % at 11.9 µM. hit rate 0.29% among 330,000. AID 435030; in the data active = inhibition above about 12%;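 also: 0% = vehicle wells of infected cells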
MOR-DOR ag: agonists of human mu-delta opioid receptor heterodimerization; cells, OPRM1-OPRD1 heterodimerization, luminescence; hit rate 0.3% among 340,000; activation, % at 9.3 µM; P35372+P41143; in the data active = activation above about 18%;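 also: 0% = vehicle-treated cells and 100% = reference agonist; values of inactives mirror those of a sister screen read the other way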
DSG3 Ab inh: inhibitors of pemphigus antibody binding to human desmoglein-3 | binding (percent of control), % at 10 µM | hit rate 0.48% among 310,000 | DSG3-coupled beads, scFv-anti-DSG3-GFP binding, flow cytometry; active compounds read low | P32926;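 active = binding more than 3 SD below its plate's average and above zero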;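 also: hits lower antibody fragment binding to DSG3; some compounds called inactive have numbers as strong as hits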
Target sequence (P32926 whole entry, looked up, the tested form may be a part): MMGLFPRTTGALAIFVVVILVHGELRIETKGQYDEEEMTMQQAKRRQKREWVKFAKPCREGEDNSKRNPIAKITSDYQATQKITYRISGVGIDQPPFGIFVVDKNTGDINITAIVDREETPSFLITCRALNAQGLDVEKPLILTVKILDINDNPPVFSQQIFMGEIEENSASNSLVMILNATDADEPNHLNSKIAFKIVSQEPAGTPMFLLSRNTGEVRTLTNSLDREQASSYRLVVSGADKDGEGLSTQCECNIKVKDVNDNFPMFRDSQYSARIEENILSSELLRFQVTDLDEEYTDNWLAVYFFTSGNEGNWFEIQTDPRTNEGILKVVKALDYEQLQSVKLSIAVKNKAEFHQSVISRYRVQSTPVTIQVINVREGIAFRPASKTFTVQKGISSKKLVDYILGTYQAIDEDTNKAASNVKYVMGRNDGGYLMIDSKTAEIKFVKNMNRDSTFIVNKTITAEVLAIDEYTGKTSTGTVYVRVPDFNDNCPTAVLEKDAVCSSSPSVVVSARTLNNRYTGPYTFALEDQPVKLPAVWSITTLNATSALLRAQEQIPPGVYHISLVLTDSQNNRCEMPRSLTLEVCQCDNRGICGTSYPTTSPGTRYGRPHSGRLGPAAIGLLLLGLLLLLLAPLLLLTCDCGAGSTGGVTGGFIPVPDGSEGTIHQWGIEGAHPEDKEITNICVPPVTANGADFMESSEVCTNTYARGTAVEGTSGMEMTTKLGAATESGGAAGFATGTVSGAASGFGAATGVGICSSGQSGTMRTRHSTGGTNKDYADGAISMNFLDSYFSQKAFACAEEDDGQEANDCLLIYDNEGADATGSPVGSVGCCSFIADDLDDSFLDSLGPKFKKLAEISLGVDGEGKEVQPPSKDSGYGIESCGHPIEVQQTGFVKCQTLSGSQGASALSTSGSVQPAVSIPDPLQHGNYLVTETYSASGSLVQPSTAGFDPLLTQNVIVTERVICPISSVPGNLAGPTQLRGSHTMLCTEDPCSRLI
SUMO Mot1 rescue: blocks SUMOylation pathway, rescuing yeast Mot1-301 growth; growth rescue, % at 18.8 µM; S. cerevisiae Mot1-301 growth rescue, ATP luminescence, 38.5C; percent above DMSO median, 100 means doubled; hit rate 1% among 320,000;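 active = every valid replicate shows activation above 250% relative to neutral control wells; inactive = the rest, any valid replicate at or below 250%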;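 also: OY570 slx delta 5 strain wells were the positive control but not used for scaling; some compounds called inactive have numbers as strong as hits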
Tat transport: blocks Tat-dependent protein export in E. coli | E. coli MC4100 TorA-mCherry Tat export, fluorescence | inhibition, % at 10 µM | hit rate 0.036% among 340,000 | AID 488895;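 active = mean replicate inhibition at least 50% and at least half of replicates individually reaching 50%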;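 also: exported cargo escapes ClpAP degradation while cytoplasmic cargo is degraded and loses fluorescence; 0% = median of neutral control wells and 100% = median of NaSCN control wells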
* marks the source's active call; other numbers are inactive results; . = not tested or not shown. Compounds as they come; any-hit rate near 2.8%.

molecule	Arrestin-AP2 inh	phage Ecoli inh	PKA-R1A act	PfHsp90 yeast 2	Ecoli viability	OPRM1-OPRD1 inv	AddAB inh	MOR-DOR ag	DSG3 Ab inh	SUMO Mot1 rescue	Tat transport
C=C(C(=O)c1ccccc1)C(NC(C)(C)C)c1ccccc1 (centres undefined)	7.3	3.3	8.9	-36.6	.	14.4	.	-2.9	.	.	0.5
c1ccc2c(c1)OCC(c1nn3cnnc3s1)O2 (centres undefined)	11.0	4.4	-16.1	22.5	1.7	15.3	3.1	-3.5	100.5	-20.8	3.0
O=S(=O)(NCCNS(=O)(=O)c1ccc(F)cc1)c1ccc(F)cc1	-1.7	3.5	-6.2	-8.9	-0.2	1.6	3.1	-0.3	102.2	40.1	-15.8
COC(=O)CC(NC(=O)C1CC1)c1ccc2c(c1)OCO2 (centres undefined)	-6.2	0.6	2.6	-9.6	2.7	1.8	0.1	-0.3	109.0	8.4	-7.9
COc1ccc(NC(=O)/C(C#N)=C/c2ccc(OCCN3CCOCC3)c(OC)c2)c(OC)c1	23.8	.	6.5	10.8	-1.3	14.6	2.1	-3.6	103.6	-13.4	-1.8
O=C(Nc1ccc(S(=O)(=O)N2CCOCC2)cc1)c1ccc(Cl)s1	-5.9	5.9	-14.0	-0.8	1.1	-8.9	2.3	1.5	101.3	17.3	-7.0
O=C(O)CCn1ncc2ccccc2c1=O	-7.7	0.8	-8.3	17.4	1.3	15.5	4.4	-3.0	103.5	-4.0	-0.2
O=C(COC(=O)c1cccnc1Nc1ccccc1F)NCCN1C(=O)CSC1=O	5.8	-1.1	-7.8	4.5	-2.7	13.2	1.5	-2.3	103.1	6.1	-3.8
CCS(=O)(=O)Nc1ccc(C(=O)c2ccccc2)cc1	-1.4	2.1	1.1	0.3	2.9	12.8	0.8	-2.1	102.3	-7.5	-3.6
CCN1C(=O)/C(=C2/Sc3ccc(OC)cc3N2C)SC1=Nc1cccc(O)c1	-4.7	1.9	-2.5	-21.7	0.1	-12.2	1.1	2.1	93.5	-0.9	-5.5
CCN(CCCNC(=O)CNC(=O)Cn1cnc2ccccc2c1=O)c1ccccc1	-2.7	2.3	6.5	2.7	-0.9	15.8	1.1	-3.8	115.4	3.4	4.1
Nc1ccc2nc(SCC(=O)c3ccccc3)sc2c1	-8.1	3.7	-2.2	-33.2	1.3	0.1	3.0	0.0	91.9*	7.3	2.1
CC(=O)Nc1ccc(NC(=O)Cc2ccc(S(=O)(=O)N3CCCCC3)cc2)cc1	-6.4	0.4	-9.2	-24.3	.	9.4	.	-1.9	102.0	.	2.3
CCC(=O)Nc1nc2ccc3nc(C)sc3c2s1	4.7	5.1	8.8	14.0	-0.9	-0.5	1.8	0.1	99.2	37.0	-10.3
CC(C)C1S/C(=N/N=C/c2ccco2)NC1=O (centres undefined)	-7.9	2.0	1.0	-14.3	0.0	10.0	2.8	-1.8	85.4	13.9	-2.2
CCC1Sc2ccc(S(=O)(=O)CCC(=O)Nc3c(Cl)cc(OC)cc3OC)cc2NC1=O (centres undefined)	1.7	1.4	2.8	-4.5	-1.2	10.6	3.5	-2.1	94.2	10.7	3.8
Nc1cc(=O)[nH]c(SCC(=O)Nc2cccc(S(=O)(=O)N3CCCCCC3)c2)n1	41.0	-0.4	-7.7	25.4	-2.0	8.9	-1.4	-1.8	93.1	0.9	5.8
O=C(c1ccc(=O)oc1)N1CCC(C(O)(c2ccccc2)c2ccccc2)CC1	-2.5	3.3	5.3	5.4	-0.8	19.6	0.9	-3.9	104.8	-13.0	7.7
c1ccc(C(c2nnnn2Cc2cccs2)N2CCN(C3CCCC3)CC2)cc1 (centres undefined)	-5.3	0.2	2.1	23.0	3.6	14.2	2.2	-2.8	107.4	3.9	-4.8
O=C(Cc1ccccc1)N/N=C/c1ccc(OC(=O)/C=C\c2ccco2)cc1	35.3	2.9	-4.6	-19.1	-1.7	-33.0	1.3	6.3	105.1	78.1	7.9
CN(C)c1ccc(NC(=O)COC(=O)c2ccc3c(c2)OCO3)cc1	3.8	2.5	-0.9	5.6	0.5	18.8	-0.1	-4.3	85.0	11.4	-12.2
O=C(CN1CCCCC1)N1c2ccccc2Oc2ccccc21	-0.7	5.2	-10.3	-19.6	0.7	-6.2	3.0	1.1	103.3	1.5	-2.8
CCOC(=O)C1CCCN(C(=O)c2ccccc2NC(=O)C2=C(C)OCCS2)C1 (centres undefined)	8.1	1.7	8.1	-6.6	0.0	5.7	0.9	-1.1	86.9	16.6	-0.1
CC1CCN(C(=O)C2CCN(S(=O)(=O)c3cc(Cl)ccc3Cl)CC2)CC1	32.4	-2.2	-12.9	-7.5	-2.3	10.3	-1.3	-1.9	96.5	-11.4	-1.7
COC(CNc1nc(SC)nc2sc3c(c12)CCN(C)C3)OC	1.2	0.8	11.9	44.4	-1.0	15.7	0.9	-3.4	115.8	-15.1	-5.5

The list goes on:
molecule	Arrestin-AP2 inh	phage Ecoli inh	PKA-R1A act	PfHsp90 yeast 2	Ecoli viability	OPRM1-OPRD1 inv	AddAB inh	MOR-DOR ag	DSG3 Ab inh	SUMO Mot1 rescue	Tat transport
Cc1ccc(C(=O)N/N=C\c2ccc[nH]2)cn1	-4.7	1.2	2.4	-0.9	0.0	-2.9	3.4	0.5	102.0	208.7	0.1
COc1nc(N(C)C)nc(N2CC(=O)N(CCNS(=O)(=O)c3ccc(C)cc3)C2=N)n1	-12.9	0.8	-10.4	-8.1	1.1	16.4	-0.3	-3.1	101.2	-3.6	-2.1
Cc1cc(C)cc(Nc2ncc3c(n2)CC(c2ccco2)CC3=O)c1 (centres undefined)	-6.6	3.1	-0.5	15.4	-1.1	-7.2	1.6	1.2	.	3.9	4.6
COc1cccc(CC2(CO)CCCN(CC3=Cc4cc(OC)ccc4OC3)C2)c1 (centres undefined)	-5.0	1.5	4.6	26.5	1.0	-19.6	0.9	3.9	128.9	-2.3	-0.1
Cc1nnc(SCC(=O)Nc2ccccc2NC(=O)CSc2nnc(C)s2)s1	27.4	-0.7	-10.3	-0.7	1.0	15.0	2.5	-3.3	.	108.1	-10.5
CC(=O)NCC(=O)NC1CC(C)(C)Cc2c1cnn2-c1ccccc1 (centres undefined)	-11.6	2.9	-11.0	-8.7	1.5	9.8	-1.0	-2.0	98.5	-11.8	1.0
Cc1cc[n+](CC(=O)Nc2cccc(C)c2)cc1	0.0	-0.1	-7.6	5.5	1.1	12.8	3.7	-2.6	117.4	12.6	-0.5
C=CCn1c(=O)[nH]c2cc(C(=O)N3CC=C(c4ccccc4)CC3)ccc2c1=O	-2.9	4.1	-7.7	14.2	0.9	-14.6	-1.5	2.8	110.0	-12.9	16.9
COc1ccc(-c2cc(=O)oc3cc(OCC(=O)NCCCn4ccnc4)ccc23)cc1	-1.5	2.2	-8.8	13.0	2.0	4.5	4.0	-0.9	113.0	158.5	-0.2
CN(C)CCOc1cccc(Br)c1	-20.2	3.1	-4.1	19.4	-3.0	15.0	3.7	-3.1	106.1	112.7	-2.5
COc1ccc(Cl)cc1NS(=O)(=O)c1cccc2cccnc12	-10.2	0.7	4.2	17.0	-1.7	3.2	-0.7	-0.7	.	-6.2	2.1
Cc1cccc(NC(=O)CCN2CCCC(C)C2)c1 (centres undefined)	3.4	1.7	5.3	32.8	-2.7	8.5	0.0	-1.8	103.7	9.8	-6.8
Cc1ccc(C2(CCNC(C)c3cccs3)CCOC(C(C)C)C2)cc1 (centres undefined)	-24.1	2.4	-0.2	-1.7	.	-28.3	.	6.0	114.8	.	0.5
CC(c1ccccc1)N(C)C(=O)CN1CCN(S(=O)(=O)c2ccc3c(c2)OCCCO3)CC1 (centres undefined)	-1.3	-0.6	-0.8	-12.9	0.9	6.1	-1.4	-1.6	.	-2.6	3.4
COc1ccccc1Nc1nc(-c2cccs2)cs1	15.2	2.0	-1.5	5.6	-0.2	0.7	3.4	-0.1	105.4	-0.3	-2.4
Cc1ccc(C(=O)C(OC(=O)c2cnccn2)c2ccccc2)cc1 (centres undefined)	5.0	3.8	-7.0	15.5	2.0	7.2	1.6	-1.0	93.9	0.8	-4.8
COCCn1c(SCC(=O)c2cccc(OC)c2)nnc1-c1ccco1	24.5	1.1	7.5	-5.0	0.7	7.3	1.5	-1.3	113.6	-9.9	-1.8
O=C1NC(=O)C2(CCCCCCCCCCC2)N1	-2.8	-1.3	0.0	-12.1	2.6	3.1	3.6	-0.6	95.8	6.0	5.5
C=CCNC(=O)C1CC(=O)N(c2ccc(OCC(=O)Nc3cccc(OC)c3)cc2)C1 (centres undefined)	-9.3	-0.6	0.8	4.0	0.6	6.8	2.1	-1.2	101.7	-8.8	4.3
COc1ccc(C)cc1NC(=O)C(Sc1nnc(-c2ccncc2)n1-c1ccc(Cl)cc1)c1ccccc1 (centres undefined)	-2.5	0.7	-7.1	1.5	-1.1	-6.3	2.6	0.9	97.6	43.5	15.2
CCOC(=O)c1sc(=S)n(-c2cc(OC)ccc2OC)c1N	1.4	1.6	5.7	-42.3	1.3	17.3	3.8	-3.5	93.8	-2.3	-6.3
O=C(Cc1cccs1)NCCCc1ccccc1	6.6	5.2	-9.4	7.1	1.7	1.6	0.3	-0.3	106.3	0.5	-3.5
O=C(CCCc1ccccc1)Nc1ccnn1C1CCN(Cc2ccc(CO)o2)CC1	5.4	1.7	-5.1	1.5	-0.2	7.5	2.9	-1.4	102.0	-8.9	-3.3
CCOC(=O)c1ccc(N2C(=O)CC(N3CCC(C(N)=O)(N4CCCCC4)CC3)C2=O)cc1 (centres undefined)	29.7	2.0	-11.2	3.5	0.6	2.8	0.8	-0.5	99.1	137.9	-15.1
CCc1ccc(NCCC(=O)c2ccc(Cl)cc2)cc1	21.9	2.4	-9.1	4.8	2.9	-15.8	1.3	2.5	100.0	0.8	3.8
COC(=O)[C@@]12CCCN1[C@H](c1ccc(SC3CCCCC3)cc1)[C@H]1C(=O)N(C)C(=O)[C@H]12	-0.2	1.8	-20.4	7.0	-2.1	14.9	0.3	-2.7	133.2	-1.0	2.9
COc1cc(/C=N/NC(N)=S)ccc1OCC(=O)N1CCOCC1	2.9	4.3	-4.2	31.5	2.8	16.1	0.5	-3.0	97.8	.	-1.9
C[C@H]1CCC[C@]2(O[C@H](CCO)C[C@H](O)[C@H]2O)O1	-0.2	-1.8	5.9	.	-0.7	16.2	0.9	-3.0	110.1	3.6	-19.4

High-throughput results as filed in PubChem BioAssay.
